# Compound activity: PubChem, NCI
# All columns: NCI-60 one-dose screen, growth in % after 48 h at 10 µM unless noted; 100 = growth as untreated, 0 = no growth, -100 = all killed.
# OVCAR-4: OVCAR-4 ovarian cancer cells | 80,000 tested, 3.7% active | AID 1794784
# DU-145: DU-145 prostate cancer | AID 1794760 | 81,000 tested, 4.2% active
# SK-OV-3: SK-OV-3 ovarian cancer cells | AID 1794785 | 80,000 tested, 3.2% active
# NCI/ADR-RES: NCI/ADR-RES ovarian cells | 81,000 tested, 4.4% active | AID 1794790
# OVCAR-8: OVCAR-8 ovarian cancer. 81,000 tested, 4.4% active
# OVCAR-3: OVCAR-3 ovarian cancer. 79,000 tested, 7% active. AID 1794787
# IGROV1: IGROV1 ovarian cancer; 79,000 tested, 4.7% active
# OVCAR-5: OVCAR-5 ovarian cancer; AID 1794783; 82,000 tested, 2.9% active
# The depositor's hits bear a star; . = not tested or not shown; & = joins results of further samples; [ ] = another dose, or the depositor's remark. How the source made its calls: active means growth percent below 10; inactive means the rest.
SMILES,OVCAR-4,DU-145,SK-OV-3,NCI/ADR-RES,OVCAR-8,OVCAR-3,IGROV1,OVCAR-5
CSc1nnc(-c2cnn3c2NC(c2ccccc2)C3)n1-c1ccc(Cl)cc1 (stereo not drawn),88,104,92,93,94,93,94,102
O=C(Nc1ccc(F)cc1)ON=C1CCCCC1,99[100 µM],106[100 µM],129[100 µM],105[100 µM],106[100 µM],108[100 µM],102[100 µM],98[100 µM]
CCOC(=O)c1ncc(-c2cc(C(F)(F)F)cc(C(F)(F)F)c2)c(NC2CCCCCC2)n1,98,99,101,95,96,96,100,97
CSc1nc(-c2cccs2)c2c(N)nn(S(=O)(=O)c3ccccc3)c2n1,101,109,77,93,94,102,88,96
CC(=O)Nc1nc2c(s1)CCCc1ccn(S(=O)(=O)c3ccccc3)c1-2,97,107,83,84,79,103,92,98
CCN(CC)CCCOc1cc([N+](=O)[O-])ccc1C#N,111,114,106,101,101,113,109,93
Cc1ccc(-n2cnc3c(NC(=O)Nc4ccccc4)ncnc32)c(-n2nc(C)cc2C)c1,101,103,108,86,102,96,87,94
NCCCCCNc1noc(Cc2c[nH]c3ccccc23)n1,93,109,97,99,99,103,98,98
COc1ccc(-c2ccc(NC(=O)Nc3cccc(Cl)c3)c(C)n2)cc1OC,92,102,84,85,90,90,100,88
Cn1cc(-c2cc(N)n3nc(-c4cn(C)c5ccccc45)cc3n2)c2cc(Br)ccc21,-26*,28,39,-14*,-92*,-46*,-3.6*,5.5*
Cc1ccc(-c2nn(-c3ccccc3)cc2/C=C/C(=O)c2cc3ccccc3oc2=O)cc1,80,89,108,69,83,106,87,105
O=C(O)CC(C(=O)O)N1C(=O)/C(=C/c2cn(-c3ccccc3)nc2-c2ccccc2)SC1=S (stereo not drawn),98,106,106,100,96,103,102,101
COC1C/C(=N\OC(C)=O)C2OC(c3ccccc3)OCC2O1 (stereo not drawn),111,106,95,109,101,110,92,107
CC(C)(C)NC(N)=O,101,100,104,110,103,105,110,108
N#Cc1ncc(-c2ccc(F)c(F)c2F)c(NC2CCCCCC2)n1,81,96,96,84,86,.,84,94
CN(C)S(=O)(=O)n1cnc(C(CCO)c2ncn(S(=O)(=O)N(C)C)c2CCCO)c1 (stereo not drawn),101,117,104,97,110,107,116,78
COc1cc2c(c(OC)c1OC)CCc1cnoc1-2,95,116,109,94,102,116,.,92
CCc1cccc2[nH]c3cc([N+](=O)[O-])ccc3c12,96,113,100,104,108,.,101,80
CCC(=O)Sc1ccccc1C(=O)Nc1ccc(Cl)cc1,44,74,87,53,79,40,71,110
Cn1cc(-c2[nH][nH]c(=O)c2-c2cn(C)c3ccccc23)c2ccccc21,.,114,.,102,92,91,71,103
CC(C)(C)CC(=O)Nc1ccccc1,100,109,108,102,109,108,112,110
CC(C)(O)c1cncc(-c2ccc3ncnc(NCc4ccccc4)c3c2)c1,77,63,110,103,102,84,34,63
C=C(C)[C@@H]1CC[C@]2(C(=O)N3CCN(C)CC3)CC[C@]3(C)[C@H](CC[C@@H]4[C@@]5(C)CCC(=O)NC(C)(C)[C@@H]5CC[C@]43C)[C@@H]12,79,91,87,83,99,88,92,97
CC/C(C)=N/Nc1nc(C)cc(=O)[nH]1,120,118,108,112,107,118,112,107
Cc1ccc(Nc2nc(N)nc(CSc3n[nH]c(N)n3)n2)cc1,91,109,105,105,102,105,96,111

# Molecules shown so far with four or more nitrogen atoms (11):
SMILES,OVCAR-4,DU-145,SK-OV-3,NCI/ADR-RES,OVCAR-8,OVCAR-3,IGROV1,OVCAR-5
CSc1nnc(-c2cnn3c2NC(c2ccccc2)C3)n1-c1ccc(Cl)cc1 (stereo not drawn),88,104,92,93,94,93,94,102
CSc1nc(-c2cccs2)c2c(N)nn(S(=O)(=O)c3ccccc3)c2n1,101,109,77,93,94,102,88,96
Cc1ccc(-n2cnc3c(NC(=O)Nc4ccccc4)ncnc32)c(-n2nc(C)cc2C)c1,101,103,108,86,102,96,87,94
NCCCCCNc1noc(Cc2c[nH]c3ccccc23)n1,93,109,97,99,99,103,98,98
Cn1cc(-c2cc(N)n3nc(-c4cn(C)c5ccccc45)cc3n2)c2cc(Br)ccc21,-26*,28,39,-14*,-92*,-46*,-3.6*,5.5*
N#Cc1ncc(-c2ccc(F)c(F)c2F)c(NC2CCCCCC2)n1,81,96,96,84,86,.,84,94
CN(C)S(=O)(=O)n1cnc(C(CCO)c2ncn(S(=O)(=O)N(C)C)c2CCCO)c1 (stereo not drawn),101,117,104,97,110,107,116,78
Cn1cc(-c2[nH][nH]c(=O)c2-c2cn(C)c3ccccc23)c2ccccc21,.,114,.,102,92,91,71,103
CC(C)(O)c1cncc(-c2ccc3ncnc(NCc4ccccc4)c3c2)c1,77,63,110,103,102,84,34,63
CC/C(C)=N/Nc1nc(C)cc(=O)[nH]1,120,118,108,112,107,118,112,107
Cc1ccc(Nc2nc(N)nc(CSc3n[nH]c(N)n3)n2)cc1,91,109,105,105,102,105,96,111

# (listing goes on)
SMILES,OVCAR-4,DU-145,SK-OV-3,NCI/ADR-RES,OVCAR-8,OVCAR-3,IGROV1,OVCAR-5
CC(C)c1ccc(Cc2cnc(NC(=O)c3cc(Br)cs3)s2)cc1,54,39,29,6.8*,35,16,38,54
COC1c2cc(C)cc(O)c2C2=C(C(=O)c3c(O[C@H]4C[C@H](O)[C@@H](O)C(C)O4)cccc3C2=O)N1Cc1ccc(C(=O)O)cc1 (stereo partly drawn),91,61,100,93,84,20,83,123
O=C1/C(=C/c2c[nH]c(=O)[nH]c2=O)Oc2cc(O)ccc21,110,115,102,103,100,114,100,104
O=C1CCC(NNC(=O)c2ccc([N+](=O)[O-])cc2)N1 (stereo not drawn),101,113,106,105,102,104,104,100
COc1ccc(OC)c(-n2cc(C#N)c(N)c2C(=O)c2ccc(Cl)cc2Cl)c1,86,66,50,30,69,24,53,74
O=C(Nc1ccc(-n2ccc3c(NC(=O)c4ccccc4)nccc32)cc1)c1ccc(N2CCOCC2)c(C(F)(F)F)c1,60,39,30,29,24,16,27,57
Nc1nc(-c2ccc(Br)cc2)cc(-c2cnn(-c3ccccc3)n2)n1,99,108,94,96,100,93,81,99
O=C1c2cccc3cccc(c23)C(=O)N1N1C(=O)c2cccc3c(-c4ccc(Cl)cc4)ccc(c23)C1=O,110,110,114,110,106,.,105,108
O=[N+]([O-])c1cccc(F)c1O,111,110,117,112,116,109,103,101
CC(C)(C)OC(=O)N1C/C(=C\c2ccoc2)C(=O)/C(=C/c2ccoc2)C1,100,109,99,98,101,106,96,97
COc1ccccc1NS(=O)(=O)c1ccc(C)cc1,90,106,103,106,94,109,108,104
COc1cccc(C(=O)C(=O)c2cccc(OC)c2OC)c1OC,109,118,95,104,104,114,109,101
O=C(/C=C/c1cccc([N+](=O)[O-])c1)c1ccc(Nc2nc(Nc3ccc(F)cc3)nc(Nc3ccc(Cl)cc3)n2)cc1,97,106,110,84,86,104,84,63
Cc1ccc(NC(=O)CC2Sc3ccccc3NC2=O)cc1C (stereo not drawn),92,102,86,102,100,101,92,96
COc1cc2c(=O)n(CCN)c3c4cc5c(cc4ccc3c2cc1OC)OCO5,-76*,-83*,17,-37*,-50*,-79*,-76*,-77*
CC(O)(c1ccc(Cl)cc1)c1ccccn1 (stereo not drawn),104,109,87,103,95,103,101,92
O=C(Cc1ccc(NS(=O)(=O)c2ccccc2)cc1)N1CCN(c2ccc(F)cc2)CC1,88,104,105,88,103,97,88,100
CC(N)CCCc1ccccc1 (stereo not drawn),101,110,99,106,94,103,104,103
O=C1C=Cc2ncccc2C1=O,111,79,83,84,88,64,105,106
CCC(O)C(C)(C)C (stereo not drawn),118,108,110,98,103,123,112,114
Cc1cc(C)nc(/N=C/c2ccccc2O)c1,111,116,100,114,98,.,122,112
CC(=O)N1CC(Nc2ccc(OC(F)(F)F)cc2)=CC1=O,87,27,31,15,26,9.3*,50,93
Fc1ccc(Nc2ccc3cc(OCCCN4CCOCC4)ccc3n2)cc1F,49,64,73,60,67,68,73,57
CC(/C=N/N=C(N)N)=N\NC(N)=S,74,68,75,58,59,42,83,89
O=C(/C=C(/C=C/c1csc2ccccc12)OB(F)F)/C=C/c1csc2ccccc12,-0.9*,29,100,18,-9.5*,-14*,11,61
SMILES,OVCAR-4,DU-145,SK-OV-3,NCI/ADR-RES,OVCAR-8,OVCAR-3,IGROV1,OVCAR-5
CC(=O)Nc1cc2c3c(cccc3c1)-c1ccccc1-2,71,98,105,85,86,93,59,86
CCCCC1CCC(=O)O1 (stereo not drawn),116,119,112,119,110,111,107,108
O=C1CSC(=S)N1Cc1cccs1,112,109,111,109,102,120,103,120
F[C@H]1CCO[C@H](/C=C/c2ccccc2)C1,108,119,121,101,103,106,96,105
N#Cc1ccc(N2Cc3cc(Cl)ccc3OC3=C2C(=O)N(Cc2ccccc2)C3=O)cc1,-7.7*,-76*,94,7.0*,4.6*,-82*,13,-5.1*
N#Cc1c(-c2cccs2)cc(-c2cnccn2)nc1SCC(=O)N/N=C/c1ccncc1,111,112,109,108,103,117,104,114
S=C(Nc1ccc2c3c(cccc13)CC2)Nc1ccc2c3c(cccc13)CC2,81,105,86,90,96,100,99,95
O=C(Cn1nncc1CN1C(=O)CSC1=O)Nc1ccc(F)cc1,103,105,91,98,108,107,102,107
Cc1nc2ccccc2c(/C=C/c2ccccc2)c1C(=O)/C=C/c1ccc(Cl)cc1,26,4.7*,84,9.6*,21,-41*,15,14
O=C1OC2(OC(=O)c3ccccc32)N(c2ccc([N+](=O)[O-])cc2)c2ccccc21 (stereo not drawn),103,102,107,97,99,98,98,94
Cc1cccc(C(N)=O)c1,98,114,116,106,111,117,120,102
COc1ccc(C=C2c3ccccc3-c3ccccc32)cc1,80,85,61,20,67,18,58,92
O=C(O)c1sccc1O,77,83,85,81,82,75,75,102
Nc1cc(F)c(-c2ccc(F)cc2)cc1NC(=O)N1Cc2nccnc2C1,79,87,72,64,71,85,92,86
COc1cc2c(cc1-c1c(C)noc1C)ncc1nc(-c3ccccn3)n([C@H](C)COC(F)F)c12,53,64,10.0*,34,35,47,53,77
CC(Cc1ccccc1)NNC(=O)CC#N (stereo not drawn),103,104,97,102,97,104,113,102
CCN(CC)CCOc1cc(C)ccc1C,112,126,114,101,102,125,121,103
O=CNC1c2ccccc2CCc2ccccc21,113&105,113&120,113&107,108&109,103&109,118&127,105&140,108&105
Cc1cccc(-c2nc(NC(=O)c3cccnc3N)nc(NC(=O)c3cccnc3N)n2)c1O,107,108,103,103,100,110,106,108
O=C1c2c(Cl)c(Cl)c(Cl)c(Cl)c2C(=O)N1c1nccs1,.,96,104,98,104,108,101,111
Fc1ccc(Nc2ccc3c(OCCCN4CCOCC4)cccc3n2)cc1F,79,77,97,77,117,86,82,68
Cc1cc(C)nc(NS(=O)(=O)c2ccc(NCc3coc4ccccc4c3=O)cc2)n1,92,114,104,99,.,111,97,103
COc1cc(/C=N/NC(=O)COc2cc(=O)[nH]c3cc(C)ccc23)cc(OC)c1OC,116,105,109,106,99,108,102,98
OCCn1nnc2ccccc21,104,104,109,102,108,99,98,95
CCNc1nc2ncnc(NCC)c2[nH]1,92,105,123,96,114,104,.,112
SMILES,OVCAR-4,DU-145,SK-OV-3,NCI/ADR-RES,OVCAR-8,OVCAR-3,IGROV1,OVCAR-5
CCCCCCCCCCCCCCCCOc1ccc(C)cc1,100,110,108,103,106,108,127,100
Nc1ccccc1-c1nn2c(CCC(=O)c3nc4ccccc4[nH]3)nnc2s1,88,.,90,94,74,91,75,112
CC(=O)NC(C)(C)CC(C)(C)C,110,118,107,125,111,111,103,106
O=C(Nc1cccc2[nH]c(C(F)(F)F)nc12)c1ccc(-n2cnnn2)cc1,90,102,104,107,89,76,95,123
CC(C)[C@@H]1NC(=O)Nc2nc3ccccn3c2C1=O,103,117,100,107,103,102,107,105
CCCCCCCCCCN=Cc1c(O)c(O)c(CCC)c2cc(C)c(-c3c(C)cc4c(CCC)c(O)c(O)c(C=NCCCCCCCCCC)c4c3O)c(O)c12,119,101,107,103,99,100,112,112
COc1ccccc1NC(=O)Nc1cccc(C(F)(F)F)c1,89,104,109,97,82,93,114,95
COc1cc2c(c(OC)c1OC)C(=O)CC(c1cccc(C(=O)Nc3ccc(C#N)cc3)c1)O2 (stereo not drawn),55,88,104,52,43,75,88,102
CCOC(=O)c1cnn2c(-c3ccc(Cl)cc3)nc(NCCc3ccccc3)nc12,114,101,82,102,77,105,104,117
COC(=O)/C(=C\c1ccc(OC)cc1)C(=O)N1c2ccccc2Sc2ccccc21,89,79,92,16,64,25,44,75
Oc1ccccc1C=Nc1ccc(N2CCN(c3ccccc3)CC2)cc1,91,104,65,93,97,100,103,109
CCC[CH2][Sn]1([CH2]CCC)[O]C2C(CO)OC(n3ccc(N)nc3=O)C2[O]1 (stereo not drawn),-53*,2.1*,28,25,-45*,-91*,-23*,-42*
COc1ccc(C/C(C)=C(\c2ccc(O)cc2)c2ccc(OCCN3CCCCCC3)cc2)cc1,86,102,103,96,97,100,109,91
CC(=O)NC(C)(C)C(=O)N1CCC[C@H]1C(=O)NC(C)(C)C(=O)N[C@@H](C)C(=O)NC(C)(C)C(=O)N[C@@H](C)C(=O)N[C@@H](CCC(N)=O)C(=O)NC(C)(C)C(=O)N[C@H](C(=O)NC(C)(C)C(=O)NCC(=O)N[C@@H](CC(C)C)C(=O)NC(C)(C)C(=O)N1CCC[C@H]1C(=O)N[C@H](C(=O)NC(C)(C)C(=O)NC(C)(C)C(=O)N[C@@H](CCC(N)=O)C(=O)N[C@@H](CCC(N)=O)C(=O)N[C@H](CO)Cc1ccccc1)C(C)C)C(C)C,43[4.25 µM],63[4.25 µM],74[4.25 µM],99[4.25 µM],72[4.25 µM],59[4.25 µM],77[4.25 µM],108[4.25 µM]
CCCCCCc1nc2c(c(=O)n(C)c(=O)n2C)n1C,99,110,92,97,96,108,103,100
